# BAZ2B block – inhibitors of human BAZ2B bromodomain. Q9UIF8. AlphaScreen BAZ2B-H3K14Ac peptide displacement. Potency, µM (titrated, usually from 114 µM), without a hit: at the top dose activity change, negative = inhibition, most hits filed as inhibitors. 360,000 compounds, 4.4% hits. AID 504333; further: on the % scale 0 is the no-effect control and ±100 the full control effect; nearly all actives have a fitted effect of over 60% in size
#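 Protein-peptide AlphaScreen: BAZ2B 50 nM, b-H3K14Ac 50 nM, 1x PBS pH 7.4 + 0.01% Tween-20. Preincubation 30 min RT; cpd 30 min RT (top 110 uM); beads 20 min RT, light-protected.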
# POLH inh – DNA polymerase eta (human) inhibition; Potency, µM (titrated, usually from 114 µM), inactives show top-dose activity change, negative = inhibition, hits mostly inhibitors; AID 588591; 390,000 compounds, 1.2% hits; recombinant Pol eta, fluorescent DNA replication assay; further: on the % scale 0 is the no-effect control and ±100 the full control effect
# Target sequence (Q9Y253 whole entry, looked up): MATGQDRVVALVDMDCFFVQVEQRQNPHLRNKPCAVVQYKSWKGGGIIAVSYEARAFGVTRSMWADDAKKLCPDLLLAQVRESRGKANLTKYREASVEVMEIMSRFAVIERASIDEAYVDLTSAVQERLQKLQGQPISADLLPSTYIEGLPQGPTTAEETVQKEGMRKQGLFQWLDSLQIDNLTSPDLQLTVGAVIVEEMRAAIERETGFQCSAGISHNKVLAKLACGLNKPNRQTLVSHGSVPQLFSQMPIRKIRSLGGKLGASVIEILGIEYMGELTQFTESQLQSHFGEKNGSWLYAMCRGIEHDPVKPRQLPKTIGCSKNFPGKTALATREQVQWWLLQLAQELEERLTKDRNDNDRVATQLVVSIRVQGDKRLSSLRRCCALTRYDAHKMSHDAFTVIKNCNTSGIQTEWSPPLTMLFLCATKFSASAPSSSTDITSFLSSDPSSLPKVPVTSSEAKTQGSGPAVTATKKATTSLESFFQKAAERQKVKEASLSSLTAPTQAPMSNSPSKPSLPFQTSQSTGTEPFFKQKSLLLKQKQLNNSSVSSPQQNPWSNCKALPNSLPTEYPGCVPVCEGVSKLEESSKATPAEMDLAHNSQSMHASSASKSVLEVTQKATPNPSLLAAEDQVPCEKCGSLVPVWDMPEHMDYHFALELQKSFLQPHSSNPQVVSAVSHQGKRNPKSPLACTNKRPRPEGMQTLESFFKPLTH
#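 Pol eta (10 nM) was preincubated with compounds for 15 min at room temperature, after which fluorescent replication substrate (50 nM final) was added to start the reaction. Fluorescence was read kinetically at 0 and 10 min.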
# Pol beta inh – inhibitors of human DNA polymerase beta | P06746 | Pol beta primer extension/strand displacement, fluorescence kinetic | Potency, µM (series often up to 114 µM), for inactives: at the highest dose activity change, negative = inhibition, usual class: inhibitors | 340,000 compounds, 1.3% hits; further: on the % scale 0 is the no-effect control and ±100 the full control effect
#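 Enzyme-only controls used 10 nM Pol beta; buffer lacking enzyme served as negative control. Compound preincubated 15 min, then 50 nM substrate added; 0 and 10 min reads at room temperature.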
# G9a inh – blocks human histone lysine methyltransferase G9a; Q96KQ7; G9a H3K9 monomethylation, AlphaScreen, 2 h; Potency, µM (doses to about 102 µM), for inactives: top-dose activity, negative = inhibition, most hits filed as inhibitors; 350,000 compounds, 8.8% hits; AID 504332; further: on the % scale 0 is the no-effect control and ±100 the full control effect; nearly all actives have a fitted effect of over 75% in size
#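 Compounds were preincubated with 20 nM G9a for 15 min, after which biotinylated H3K9 peptide (500 nM) and SAM (20 uM) started a 2 h room-temperature reaction. Monomethylated product was quantified by antibody-based AlphaScreen chemiluminescence.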
# POLI inh – blocks human DNA polymerase iota activity | Q9UNA4 | Pol iota fluorescent replication assay, 10 min | Potency, µM (highest dose often 115 µM), without a hit: at the top dose activity, negative = inhibition, usual class: inhibitors | 390,000 compounds, 1% hits | AID 588590
#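 Fluorescent replication assay read twice, at 0 min and 10 min after adding 50 nM (final) substrate. Enzyme (10 nM) and compounds were first incubated 15 min at room temperature; enzyme-free buffer wells were negative controls.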
# POLK inh – DNA polymerase kappa (human) inhibition; Q9UBT6; purified Pol kappa, fluorescent DNA synthesis assay, 10 min; Potency, µM (titrated, usually from 107 µM), for the others: at the highest dose activity, negative = inhibition, most hits filed as inhibitors; 400,000 compounds, 0.53% hits; AID 588579; further: on the % scale 0 is the no-effect control and ±100 the full control effect
#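 First, compounds were pin-transferred onto 10 nM Pol kappa. After 15 min at room temperature, substrate was added to 50 nM final. Fluorescence was then measured kinetically at 0 and 10 min.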
# Anesthetic bind – binds horse apoferritin like a general anesthetic; P02791; apoferritin/1-aminoanthracene competitive binding, fluorescence; Potency, µM (doses to about 77.5 µM), without a hit: at the top dose activity change, negative = displacement, actives largely listed as inhibitors; 350,000 compounds, 0.074% hits; AID 485281; further: on the % scale 0 is the no-effect control and ±100 the full control effect; nearly all actives have a fitted effect of over 20% in size
#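 Horse-spleen apoferritin (10 uM) in 50% saturated 1-aminoanthracene in PBS was incubated 10 min at room temperature with compound. Fluorescence (ex 380, em 535 nm) was normalized to free and bound 1-AMA, with concentration-response fitted by a four-parameter Hill equation.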
# BLM helicase inh – Bloom syndrome helicase (human) inhibition; P54132; recombinant BLM DNA unwinding, fluorescence dequenching; Potency, µM (titrated, usually from 56.1 µM), inactives show top-dose activity change, negative = inhibition, actives largely listed as inhibitors; 350,000 compounds, 0.2% hits; AID 2528;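 further: plate controls were vehicle for no effect and no enzyme for full effect; nearly all actives have a fitted effect of over 35% in size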
# APE1 inh – APE1 (human) endonuclease inhibition | recombinant APE1, TAMRA/BHQ-2 abasic DNA cleavage fluorescence | Potency, µM (highest dose often 65.8 µM), for the others: top-dose activity change, negative = inhibition, most hits filed as inhibitors | P27695 | 350,000 compounds, 0.35% hits;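 further: plate controls were vehicle for no effect and reference inhibitor for full effect; nearly all actives have a fitted effect of over 55% in size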
# Target sequence (P27695 whole entry, looked up): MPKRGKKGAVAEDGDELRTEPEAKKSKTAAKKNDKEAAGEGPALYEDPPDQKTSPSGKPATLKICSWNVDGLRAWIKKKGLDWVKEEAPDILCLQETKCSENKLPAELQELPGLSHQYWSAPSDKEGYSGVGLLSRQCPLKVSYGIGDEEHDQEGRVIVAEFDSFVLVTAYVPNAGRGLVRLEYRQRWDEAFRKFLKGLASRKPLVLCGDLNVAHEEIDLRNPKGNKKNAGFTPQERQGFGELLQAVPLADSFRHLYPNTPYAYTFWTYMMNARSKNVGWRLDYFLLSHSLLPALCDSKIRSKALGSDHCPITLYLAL
#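 Endonuclease cleavage of a quenched abasic-site DNA duplex (50 nM) by APE1 (0.75 nM) was tracked by TAMRA dequenching. Compounds were preincubated with enzyme 15 min at room temperature; data normalized to buffer-only and DMSO wells plus NSC13755 control.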
# The depositor's hits bear a star; ? = inconclusive; . = no result given; & = joins results of further samples; ! = repeats disagree; [ ] = another dose, or the depositor's remark. The call rests on the fitted dose curve; in most records, active means well fitted curve in the direction sought with a large enough effect; inconclusive means small, poorly fitted or top-dose-only effect, or another doubt; inactive means no such curve, though single readings can be large; an effect the other way counts as inactive or inconclusive. Potency means the concentration at half of the fitted maximal effect. Only part of the results is shown; rates above refer to the full screens.
# Under each structure – BAZ2B block | POLH inh | Pol beta inh | G9a inh | POLI inh | POLK inh | Anesthetic bind | BLM helicase inh | APE1 inh
COCCN(C(=S)Nc1cc(C)ccc1C)C(C)c1cccnc1 (configuration not stated)
    -21% | -9% | 17% | -19%[59 µM] | 3% | -10% | -5% | -1% | -2%
COc1ccccc1CCNC(=O)C1CCN(C(=O)/C=C/c2ccccc2)CC1
    -36% | -18% | 3% | -42% | -2% | 1% | 0% | 0% | 0%
C/C(=N\NC(=O)CCc1ccc(S(=O)(=O)N2CCOCC2)cc1)c1ccc(OC(F)F)cc1
    -12% | -13% | 9% | -2% | -24% | -12% | -6% | 0% | -6%
Cc1c(Cl)cnc(NC(=O)COC(=O)CCS(=O)(=O)c2ccccc2)c1Cl
    ? | ? | ? | ? | 3% | -14% | -23% | -4% | -5%
Cc1ccc2nc(NC(=O)/C=C/c3ccc4c(c3)OCO4)sc2c1
    4% | -2% | 37% | 4% | 34%[activator] | 1% | 8% | 4% | ?
CCOC(=O)c1noc2ncnc(N(CCC(=O)OC)c3ccccc3)c12
    0% | -6% | -15% | 12%[59 µM] | -18% | -24% | 43%[activator] | 0% | .
Cc1noc(C)c1C(=O)Nc1sc2c(c1C(N)=O)CCCCC2
    ? | -7% | -23% | ? | -1% | -3% | 12% | -4% | 7%
CCOc1ccc(CNC(=O)Cn2nc(C)c3c(C)n(-c4ccc(C)cc4)nc3c2=O)cc1
    -32%&-29% | ? | ? | 16% | 31%&28%[activator] | 0%&-7% | -1%&-3% | -13%&-12% | 17%
O=C(NCc1ccccn1)Nc1ccc(F)cc1
    -2% | -4% | -7% | 18%[59 µM] | 8% | -7% | -7% | -1% | -7%
Cc1ccsc1C(=O)N(CC(C)C)c1c(N)n(Cc2ccccc2)c(=O)[nH]c1=O
    -16% | -8% | 0% | 51%[activator] | ? | -1% | -8% | -1% | 57%[activator]
COc1ccc(S(=O)(=O)NNC(=O)Nc2ccc(C)cc2C)c(OC)c1
    -13% | -20% | 22% | 2% | 30%[activator] | -4% | -6% | -6% | 20%
CCOC(=O)Cn1nc(-c2ccccc2)nc1-c1ccccc1
    6% | 6% | 32% | 28%[59 µM] | 9% | -18% | -9% | -2% | 17%
O=C(c1cccs1)N1CCOCC1
    -2% | -6% | 32% | -1% | 2% | -8% | -13% | 3% | -7%
Cc1cccc(N2CCN(C3=NC(=O)C(=C4CCCCC4)S3)CC2)c1
    -1% | 2% | 12% | 17% | 15% | -11% | -24% | -3% | -1%
Cc1cc(=O)oc2cc(OCC(=O)NCCN3CCOCC3)c(Cl)cc12
    -8% | -5% | 51% | 57%[activator] | 14% | 5% | -5% | -11% | 8%
CCOc1ccc(S(=O)(=O)Nc2nc3ccccc3nc2Nc2ccc(N3CCOCC3)cc2)cc1
    28µM* | -8% | -6% | 10µM* | -4% | -10% | -4% | -6% | 1%
Cc1ccc2nc(Cl)c(/C=N/Nc3nc(C)cc(C)n3)c(=O)n2c1
    8% | -17% | 2% | ? | 18% | 9% | 86%[activator] | 3% | 1%
Cc1ccc(CN(CCO)CCO)cc1
    4% | -8% | 7% | -2%[59 µM] | -7% | -15% | -4% | -2% | 2%
CCc1n[nH]c(=S)n1/N=C/c1c(O)ccc2ccccc12
    -24% | 5% | 2% | ? | -1% | -21% | -11% | -6% | -17%
O=C(Nc1ccc(S(=O)(=O)N2CCCCC2c2cccnc2)cc1)c1ccc(Br)cc1 (configuration not stated)
    -13% | -15% | -25% | 6%[59 µM] | 10% | -2%[60.1 µM] | -8% | -8% | .
Cc1cc(C)n(C(C)CC(=O)Nc2ccc(C)c(F)c2)n1 (configuration not stated)
    ? | -1% | -20% | 9%[59 µM] | 7% | -5% | -2% | 0% | .
COc1ccc(S(=O)(=O)NCC(=O)NCc2cc(=O)n(C)c(=O)n2C)cc1C
    -4% | -10% | 13% | -10%[12.7 µM] | 10% | 4% | -5% | -1% | 21%
Oc1ccccc1Oc1c(F)c(F)nc(N2CCCC2)c1F
    ? | -21% | 45µM* | 8%[59 µM] | ? | -7%[60.1 µM] | ? | -23% | ?
CCN(CC)c1cc(C)c2cc(NC(=O)c3ccc(F)cc3Cl)ccc2n1
    2% | -19% | 0% | 10%[59 µM] | -6% | -10% | 140%[activator] | 0% | .
COc1cc(/C=N/Nc2snc(SC)c2C#N)cc(OC)c1OC
    -27% | -14% | 4% | 9%[12.7 µM] | -17% | 1% | -10% | -3% | -3%
CCCCCn1c(SCC(=O)OCC)nc2cc(C(=O)NCc3ccco3)ccc2c1=O
    -4% | -1% | 19% | -12%[59 µM] | 24% | -1% | -13% | -2% | 11%
COc1ccc(C(=O)NCCc2sc(-c3cccc(F)c3)nc2C)cc1
    -1% | -5% | -12% | -4%[59 µM] | 9% | -12%[60.1 µM] | -13% | -4% | .
CC(C)NC(=O)CSc1nc(N)c(NC(=O)c2ccco2)c(=O)[nH]1
    -9% | -18% | 1% | -8% | 59%[activator] | -10% | 7% | -5% | -6%
Cc1ccc(CNC(=O)CCCCCn2c(=O)c3sccc3n(CC(=O)C(C)(C)C)c2=O)cc1
    2% | . | 23% | -4%[59 µM] | 36% | 4% | -12% | -3% | .
CC1(C)CC(N2CCN(C(c3ccccc3)c3ccccc3)CC2)=CC(=[N+]2CCCCC2)C1
    -29% | -19% | 13% | -36%[12.7 µM] | 60%[activator] | -8% | -2% | 0% | 0%

# 2 records picked at random from the list so far, as already listed:
# Under each structure – BAZ2B block | POLH inh | Pol beta inh | G9a inh | POLI inh | POLK inh | Anesthetic bind | BLM helicase inh | APE1 inh
COc1ccc(S(=O)(=O)NCC(=O)NCc2cc(=O)n(C)c(=O)n2C)cc1C
    -4% | -10% | 13% | -10%[12.7 µM] | 10% | 4% | -5% | -1% | 21%
Cc1cc(C)n(C(C)CC(=O)Nc2ccc(C)c(F)c2)n1 (configuration not stated)
    ? | -1% | -20% | 9%[59 µM] | 7% | -5% | -2% | 0% | .

# Further compounds follow.
# Under each structure – BAZ2B block | POLH inh | Pol beta inh | G9a inh | POLI inh | POLK inh | Anesthetic bind | BLM helicase inh | APE1 inh
CC1=NNC(=O)C(CC(=O)Nc2ccc(Cl)c(Cl)c2)C1 (configuration not stated)
    -2% | -7% | -8% | -4%[59 µM] | 121%[activator] | -10% | -2% | 1% | 1%
CCOC(=O)CC(C)(C)/C(C)=N/Nc1ccc([N+](=O)[O-])cc1[N+](=O)[O-]
    7.1µM* | -9% | 10% | 8.9µM* | 34%[activator] | -20% | -16% | -8% | -3%
O=C(Nc1ccc(N2CCOCC2)cc1)c1ccncc1
    -4% | -2% | 23% | -5%[59 µM] | 29% | -5% | -3% | 3% | -2%
CCN(CC)CCNC(=S)Nc1ccc(Cl)cc1
    3% | -11% | 0% | ? | 8% | -8% | -3% | -9% | 7%
Cc1cc(C)cc(NC(=O)C(OC(=O)Cn2cnc3c2c(=O)n(C)c(=O)n3C)c2ccccc2)c1 (configuration not stated)
    1% | -30% | . | ? | 23% | -18% | . | . | 28%
Cc1sc2ncnc(SCC(=O)NCC(C)C)c2c1C
    2% | 13% | -8% | -26%[59 µM] | 16% | -6% | -13% | -2% | 1%
COC(=O)c1ccc(NC(=O)COC(=O)CSc2nc(C)cc(C)n2)cc1
    -1% | -4% | ? | 1%[59 µM] | 23% | 1%[60.1 µM] | -13% | 4% | -4%
N[C@@H]1CCN(O)C1=O
    . | . | . | . | . | -11%[60.1 µM] | 37%[activator] | -11%&-2% | 3.5µM*!
CCOc1cccc2cc(C(=O)NCCC3=CCCCC3)c(=O)oc12
    6% | -29% | -3% | -2% | 95%[activator] | -4% | -21% | -11% | 2%
Fc1ccc(CNC(=S)NC2CCCC2)cc1
    -6% | -14% | 14% | 3% | 50%[activator] | -6% | 3% | -1% | ?

# The last 6 entries of the section above come first, to join the parts.
# Under each structure – BAZ2B block | POLH inh | Pol beta inh | G9a inh | POLI inh | POLK inh | Anesthetic bind | BLM helicase inh | APE1 inh
Cc1cc(C)cc(NC(=O)C(OC(=O)Cn2cnc3c2c(=O)n(C)c(=O)n3C)c2ccccc2)c1 (configuration not stated)
    1% | -30% | . | ? | 23% | -18% | . | . | 28%
Cc1sc2ncnc(SCC(=O)NCC(C)C)c2c1C
    2% | 13% | -8% | -26%[59 µM] | 16% | -6% | -13% | -2% | 1%
COC(=O)c1ccc(NC(=O)COC(=O)CSc2nc(C)cc(C)n2)cc1
    -1% | -4% | ? | 1%[59 µM] | 23% | 1%[60.1 µM] | -13% | 4% | -4%
N[C@@H]1CCN(O)C1=O
    . | . | . | . | . | -11%[60.1 µM] | 37%[activator] | -11%&-2% | 3.5µM*!
CCOc1cccc2cc(C(=O)NCCC3=CCCCC3)c(=O)oc12
    6% | -29% | -3% | -2% | 95%[activator] | -4% | -21% | -11% | 2%
Fc1ccc(CNC(=S)NC2CCCC2)cc1
    -6% | -14% | 14% | 3% | 50%[activator] | -6% | 3% | -1% | ?
Nc1cc(C(=O)OCC(=O)Nc2cccc(S(=O)(=O)N3CCOCC3)c2)ccc1Cl
    . | -18% | . | . | 29% | -6% | . | . | -1%
CCOc1ccc(S(=O)(=O)N(CC(=O)Nc2cccnc2)c2ccc(F)cc2)cc1
    -13% | -5% | 1% | -3% | 8% | -4% | -10% | -10% | 15%
O=C(COc1ccc2ccccc2c1)Nc1ccc(Cc2ccncc2)cc1
    ? | ? | ? | -10% | 25µM* | -17% | -13% | -2% | -3%
CCCCNC(=O)CSc1nc2cc3c(cc2c(=O)n1CCCCCC(=O)NCc1ccc2c(c1)OCO2)OCO3
    0% | -17% | 10% | 6%[59 µM] | 28% | -7%[60.1 µM] | -10% | 3% | .
NNC(=O)CCCNc1ncc(C(F)(F)F)cc1Cl
    -4% | -14% | 0% | 7% | 20% | -15% | ? | -6% | -1%
CC1CCCC(NC(=O)CSc2ccc(F)cc2)C1C (configuration not stated)
    -33% | -14% | 6% | -1% | 33% | -4% | -9% | -2% | -5%
CCOc1ccc(NC(=O)N2CC=C(c3c[nH]c4ccccc34)CC2)cc1
    ? | -14% | -17% | -39%[59 µM] | -2% | -8% | -5% | -9% | .

# Assay outcomes from PubChem.
